Assay outcomes: PubChem, National Center for Advancing Translational Sciences (NCATS)
Luc counter – Kinase-Glo luciferase inhibition (counter-screen); hit rate 0.28% among 200,000; Q27757; Kinase-Glo luciferase, ATP luminescence, 8 min; Potency, µM (doses to about 38.3 µM), for inactives: at the highest dose activity change, negative = inhibition, most hits filed as inhibitors; further: potency means the concentration at half of the fitted maximal effect; on the % scale 0 is the no-effect control and ±100 the full control effect; nearly all actives have a fitted effect of over 60% in size
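Kinase-Glo luciferase light output from ATP and luciferin was measured with 10 uM ATP, within the enzyme's linear range. Buffer: 50 mM imidazole pH 7.2, 50 mM KCl, 7 mM MgCl2, 0.01% Tween 20, 0.05% BSA; luminescence read after 8 min at ambient temperature.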
IMPase Li cell – membrane-permeable IMPase blocker, potentiated with lithium. CHO-M1 cells, IP1 TR-FRET (IP-One), carbachol + lithium. Potency, µM (series often up to 59.4 µM), inactives show at the top dose activity, negative = IMPase inhibition, actives largely listed as inhibitors. hit rate 0.35% among 210,000. AID 1457;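 further: IP1 builds up when IMPase is blocked and the TR-FRET signal falls; potency means the concentration at half of the fitted maximal effect; plate controls were basal vehicle for no effect and high inhibitor control for full effect; nearly all actives have a fitted effect of over 50% in size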
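Concentration–response in CHO-M1 cells, lithium-potentiated; 30 min at 37C. IP1 detected by competitive TR-FRET after 10 min lysis at RT. Hill-fitted AC50.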
Epigenetic reg – epigenetic control regulation, reporter derepression | murine LDR cells, GFP reporter derepression, 30 h | Potency, µM (series often up to 53.9 µM), inactives show top-dose GFP activation, hits mostly activators | hit rate 0.2% among 280,000 | AID 1865; further: potency means the concentration at half of the fitted maximal effect; % of control where 0% means no effect; nearly all actives have a fitted effect of over 60% in size
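In this reporter-derepression format, murine cells bearing a silenced integrated CMV-GFP locus incubate with test compound (30 h, 37 C), then are washed and imaged; fluorescent objects of 20–120 um count as induced cells.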
CBFb-RUNX1 inh – inhibitors of human CBF-beta and RUNX1 interaction | AID 1477 | Potency, µM (highest dose often 59.8 µM), for inactives: top-dose activity, negative = inhibition, usual class: inhibitors | AlphaScreen CBFb-His/RUNX1-biotin binding, biochemical | Q01196+Q13951 | 230,000 tested, under 10 active; further: % of control where 0% means no effect
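Bead-based AlphaScreen assay; binding partners His-tagged CBF-beta and biotinylated RUNX1 at 30 nM each. Compound exposure 15 min after a 20-min protein preincubation; bead step 90 min; all steps at room temperature.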
NPSR antagonist – blocks cAMP signaling of the human neuropeptide S receptor | CHO-NPSR cells, cAMP TR-FRET, antagonist mode | Potency, µM (titrated, usually from 38.3 µM), without a hit: at the top dose activity change, negative = inhibition, hits mostly inhibitors | hit rate 1% among 220,000 | AID 1461; further: potency means the concentration at half of the fitted maximal effect; on the % scale 0 is the no-effect control and ±100 the full control effect; nearly all actives have a fitted effect of over 50% in size; many of its hits are not listed in these tables
L3MBTL1 inh – blocks human L3MBTL1. Q9Y468. AlphaScreen L3MBTL1–H3K9me1 peptide binding. Potency, µM (top dose mostly 57.1 µM), inactives show top-dose activity, negative = inhibition, hits mostly inhibitors. hit rate 0.66% among 230,000; further: potency means the concentration at half of the fitted maximal effect; on the % scale 0 is the no-effect control and ±100 the full control effect; nearly all actives have a fitted effect of over 60% in size
Target sequence (Q9Y468 whole entry, looked up): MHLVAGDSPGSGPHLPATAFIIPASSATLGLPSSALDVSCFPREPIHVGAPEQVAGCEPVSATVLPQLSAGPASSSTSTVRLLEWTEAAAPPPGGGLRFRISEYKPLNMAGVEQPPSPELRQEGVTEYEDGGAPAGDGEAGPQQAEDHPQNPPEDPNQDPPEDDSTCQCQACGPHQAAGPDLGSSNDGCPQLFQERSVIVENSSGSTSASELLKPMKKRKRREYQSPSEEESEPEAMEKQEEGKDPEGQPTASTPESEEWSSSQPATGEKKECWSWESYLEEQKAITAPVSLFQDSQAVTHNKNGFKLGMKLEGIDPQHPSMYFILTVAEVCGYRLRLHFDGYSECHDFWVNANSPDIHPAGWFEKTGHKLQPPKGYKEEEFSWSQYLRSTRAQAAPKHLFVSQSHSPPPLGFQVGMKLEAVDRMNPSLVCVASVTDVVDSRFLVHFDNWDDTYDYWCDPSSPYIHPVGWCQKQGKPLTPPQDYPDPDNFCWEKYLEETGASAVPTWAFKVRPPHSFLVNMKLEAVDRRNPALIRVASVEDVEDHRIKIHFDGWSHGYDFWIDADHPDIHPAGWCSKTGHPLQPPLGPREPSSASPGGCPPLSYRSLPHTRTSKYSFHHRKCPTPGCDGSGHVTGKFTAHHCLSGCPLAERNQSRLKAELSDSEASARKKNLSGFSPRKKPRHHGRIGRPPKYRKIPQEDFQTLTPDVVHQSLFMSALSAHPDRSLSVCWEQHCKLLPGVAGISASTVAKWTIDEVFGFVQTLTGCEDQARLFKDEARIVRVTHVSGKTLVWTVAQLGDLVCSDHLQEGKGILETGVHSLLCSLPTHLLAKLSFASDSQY
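AlphaScreen proximity signal between nickel-chelate acceptor and streptavidin donor beads (final 10 ug/mL) reports binding of 50 nM L3MBTL1 to 75 nM biotin-H3 K9me1 peptide; complex incubated with compounds 30 min at room temperature; cefsulodin titration as control.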
HTT aggregate – inhibitors of mutant huntingtin aggregate formation in PC12 cells; PC12 HttQ103-GFP aggregates, Acumen cytometry, 40 h; Potency, µM (series often up to 46.1 µM), inactives show top-dose activity change, negative = inhibition, actives largely listed as inhibitors; hit rate 1.1% among 220,000; AID 1688; further: potency means the concentration at half of the fitted maximal effect; on the % scale 0 is the no-effect control and ±100 the full control effect; nearly all actives have a fitted effect of over 60% in size
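Multiplexed with ATP-based cell death, this channel scores GFP aggregates in PC12 cells expressing inducible HTTex1-Q103-GFP. Induction used 100 nM tebufenozide; compounds were tested in concentration series.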
* hit, by the source's call; ? = inconclusive; / = no result given; & = joins results of further samples; [ ] = another dose, or the depositor's remark. The call rests on the fitted dose curve; in most records, active means well fitted curve in the direction sought with a large enough effect; inconclusive means small, poorly fitted or top-dose-only effect, or another doubt; inactive means no such curve, though single readings can be large; an effect the other way counts as inactive or inconclusive.

| SMILES | Luc counter | IMPase Li cell | Epigenetic reg | CBFb-RUNX1 inh | NPSR antagonist | L3MBTL1 inh | HTT aggregate |
| --- | --- | --- | --- | --- | --- | --- | --- |
| COc1ccc2cc(/C=C3\SC(=S)NC3=O)c(N3CCOCC3)nc2c1 | -3% | 1% | 2.0% | -9% | -43% | -5% | ? |
| O=C(NCc1ccccn1)C1COc2ccccc2O1 (stereo unspecified) | -2% | -5%[38.3 µM] | 0.8% | 0% | -2%[46.1 µM] | -1% | -2% |
| O=C(c1ccccc1)c1n[nH]c(-c2ccccc2)cc1=O | -3% | -3% | 2.3% | -2% | 1% | / | -2% |
| COC(=O)COc1cccc2c(=O)n(CC(=O)NCc3ccccc3)ccc12 | / | / | 1.1% | 6% | 17% | / | ? |
| COC(=O)CSC1=C(C#N)C(=O)NC(c2ccccc2)S1 (stereo unspecified) | 0% | 22%[38.3 µM] | -3.9% | -9% | ? | / | 1% |
| CCOC(=O)C(C)Sc1nc(=O)n2cc(C)ccc2n1 (stereo unspecified) | -1% | 1% | -2.3% | 4% | -1% | / | 8% |
| O=C(Cc1cccs1)NCc1ccc2c(c1)OCO2 | 2% | 22%[38.3 µM] | -1.0% | 5% | -7%[46.1 µM] | ? | 2% |
| CCC1=C(OC(=O)N(CC)CC)N2C(=O)OC(=NCC3CC3)[C@]2(C)[C@H]2C1=CC[C@H]1C(=O)N(CC(=O)OC)C(=O)[C@H]12 | 0% | -1% | -2.4%&-3.0% | 10%&19% | 19% | / | -16%[9.22 µM] |
| O=C(CSc1ncccn1)NC1CCCc2ccccc21 (stereo unspecified) | -1% | 1% | -0.9% | 0% | -9% | / | -8% |
| CCOC(=O)c1cc2c(=O)n3ccccc3nc2n(CCCOC)c1=NC(=O)c1cccnc1 | 1% | -2% | 0.8% | 0% | -5%[46.1 µM] | ? | -7% |
| COc1cc(/C=N/NC(=O)c2ccncc2)ccc1OC(=O)c1ccc([N+](=O)[O-])cc1 | -1% | 7%[38.3 µM] | 4.8% | 1% | 2%[46.1 µM] | 38%[activator] | -3% |
| CCOCCCNC(=O)C1CCN(C(=O)Nc2ccc(Cl)cc2)CC1 | 3% | 11%[38.3 µM] | 0.0% | 4% | -7%[46.1 µM] | / | -5% |
| Cc1ccc(C(=O)Cn2nnc(-c3ccccc3)n2)cc1 | / | / | -3.0% | 13% | 13% | 20% | -7%[9.22 µM] |
| COc1ccc(CC(=O)Nc2ccc(N3CCN(c4ccc(OC)cc4)CC3)c(C#N)c2)cc1 | -3% | ? | 1.2% | 0% | 4%[46.1 µM] | / | 10% |
| O=c1[nH]c2ccccc2n1Cc1ccc(Cl)cc1 | -5% | 19%[38.3 µM] | -0.1% | 0% | -19%[46.1 µM] | / | ? |

Nine compounds out of the list, ordered by heavy-atom count, rising.
| SMILES | Luc counter | IMPase Li cell | Epigenetic reg | CBFb-RUNX1 inh | NPSR antagonist | L3MBTL1 inh | HTT aggregate |
| --- | --- | --- | --- | --- | --- | --- | --- |
| O=c1[nH]c2ccccc2n1Cc1ccc(Cl)cc1 | -5% | 19%[38.3 µM] | -0.1% | 0% | -19%[46.1 µM] | / | ? |
| O=C(Cc1cccs1)NCc1ccc2c(c1)OCO2 | 2% | 22%[38.3 µM] | -1.0% | 5% | -7%[46.1 µM] | ? | 2% |
| O=C(NCc1ccccn1)C1COc2ccccc2O1 (stereo unspecified) | -2% | -5%[38.3 µM] | 0.8% | 0% | -2%[46.1 µM] | -1% | -2% |
| O=C(CSc1ncccn1)NC1CCCc2ccccc21 (stereo unspecified) | -1% | 1% | -0.9% | 0% | -9% | / | -8% |
| CCOCCCNC(=O)C1CCN(C(=O)Nc2ccc(Cl)cc2)CC1 | 3% | 11%[38.3 µM] | 0.0% | 4% | -7%[46.1 µM] | / | -5% |
| COC(=O)COc1cccc2c(=O)n(CC(=O)NCc3ccccc3)ccc12 | / | / | 1.1% | 6% | 17% | / | ? |
| COc1cc(/C=N/NC(=O)c2ccncc2)ccc1OC(=O)c1ccc([N+](=O)[O-])cc1 | -1% | 7%[38.3 µM] | 4.8% | 1% | 2%[46.1 µM] | 38%[activator] | -3% |
| COc1ccc(CC(=O)Nc2ccc(N3CCN(c4ccc(OC)cc4)CC3)c(C#N)c2)cc1 | -3% | ? | 1.2% | 0% | 4%[46.1 µM] | / | 10% |
| CCC1=C(OC(=O)N(CC)CC)N2C(=O)OC(=NCC3CC3)[C@]2(C)[C@H]2C1=CC[C@H]1C(=O)N(CC(=O)OC)C(=O)[C@H]12 | 0% | -1% | -2.4%&-3.0% | 10%&19% | 19% | / | -16%[9.22 µM] |

(next part)
| SMILES | Luc counter | IMPase Li cell | Epigenetic reg | CBFb-RUNX1 inh | NPSR antagonist | L3MBTL1 inh | HTT aggregate |
| --- | --- | --- | --- | --- | --- | --- | --- |
| CC(C)CCNC(=O)c1ccc(C2SCC(=O)N2Cc2ccco2)cc1 (stereo unspecified) | -3% | 12% | -1.2% | 1% | -14%[46.1 µM] | 1% | -5% |
| COc1ccc(Cl)cc1NC(=O)c1[nH]nc(OC)c1[N+](=O)[O-] | -1% | 4% | -1.3% | -3% | -43% | 4% | 15%[9.22 µM] |
| CCCC(=Nc1ccccc1OC)C1=C(O)CC(c2ccccc2)CC1=O (stereo unspecified) | 6% | 11% | -4.3% | 0% | -48% | 1% | ? |
| CCSC(=O)N(CC)CC(=O)Nc1c(CC)cccc1CC | -4% | 40%[activator][38.3 µM] | 0.0% | 2% | -14%[46.1 µM] | / | -16% |
| O=S(=O)(c1ccc2ccccc2c1)N1CCN(C(=S)Nc2ccc(F)c(Cl)c2)CC1 | 0% | 6% | 0.0% | 1% | -38% | 2% | ? |
| O=C1CC[C@@]23CCCN2C(=O)CCCC3C1 (stereo partly specified) | 5%[39.9 µM] | -8% | -2.1%[96.6 µM] | -16%[136 µM] | / | 3% | / |
| CC1(C)Cc2c(sc(NC(=O)c3ccccc3)c2C(=O)O)CO1 | -2% | -2% | -1.1% | 5% | -24% | 5% | / |
| Cc1ccn2cc(-c3ccc(NS(=O)(=O)c4ccccc4)cc3)nc2c1 | -3% | 6% | 0.0% | -8% | -13% | -2% | 8% |
| O=C(CCNc1ccc(F)cc1)c1ccco1 | -6% | 22%[38.3 µM] | 6.9% | -2% | 14%[46.1 µM] | / | -3% |
| Cc1ccc2nc(NC3=NCN(Cc4cccnc4)CN3)nc(C)c2c1 | 0% | 27%[38.3 µM] | -1.0% | 2% | 5%[46.1 µM] | / | -19% |
| COc1ccc(-c2cccc(C3CC=CC4C3C(=O)N(Cc3ccccc3)C4c3ccc(OC)c(Cl)c3)c2)cc1 (stereo unspecified) | / | / | -1.9% | 13% | 10µM* | / | ? |
| COc1ccc(NC(=O)Nc2nc(C)cc(C)n2)c(OC)c1 | / | / | -2.1% | 8% | 7% | 2% | 28µM* |
| CC(=O)NC(CCCNC(=S)NC1CCCCC1)C(=O)O (stereo unspecified) | 0% | -3% | 0.0% | 0% | 15% | 8% | / |
| COc1ccc(NC(=O)c2cc3c(=O)n(C)c4ccccc4c3n2C)cc1OC | -4% | 14%[38.3 µM] | -0.2% | -14% | -25%[46.1 µM] | / | 33% |
| C/C(=N\NC(=O)c1cc2ccccc2cc1O)c1ccc2c(c1)OCO2 | -9% | -20%[38.3 µM] | -1.2% | 4% | -9%[46.1 µM] | 0% | -7% |
| O=C(Nc1cccc(F)c1)Nc1ccc2c(c1)C(=O)OC2 | / | / | 1.9% | -11% | 2% | / | -20%[9.22 µM] |
| O=C(CC1OC(=O)c2ccccc21)NC1CCCCC1 (stereo unspecified) | -1% | 5%[38.3 µM] | -2.6% | 1% | 5%[46.1 µM] | -1% | 20% |
| CSc1ccccc1NC(=O)COc1ccccc1Cl | -5% | 14%[38.3 µM] | 0.0% | ? | -17%[46.1 µM] | 19% | 5% |
| Cc1csc(NC(=O)NC2(C(F)(F)F)Oc3ccccc3O2)n1 | / | / | 0.0% | 1% | -5%[46.1 µM] | 7% | 6% |
| COCC(=O)Nc1c(C(=O)Nc2cccc(OC)c2)oc2ccccc12 | -4% | 18% | -1.1% | 11% | -14%[46.1 µM] | 10% | -1% |
| COc1cccc(CC2CC(=O)N(c3ccc4c(C)cc(=O)oc4c3)C2=O)c1 (stereo unspecified) | 1% | -12% | -4.1% | ? | -2% | 10% | 6% |
| O=C(N/N=C/c1cc([N+](=O)[O-])cc([N+](=O)[O-])c1O)/C(=C\c1cccs1)NC(=O)c1ccccc1 | 8% | -5% | -1.1% | -26% | -10% | 6% | -4% |
| CCOc1ccccc1NC(=O)c1ccc2nccnc2c1 | 9% | 7%[38.3 µM] | 0.0% | 12% | -26%[46.1 µM] | 0% | -15% |
| CSc1ccccc1NC(=O)Nc1ccccc1 | -27% | 30%[activator][38.3 µM] | 0.0% | 0% | 1%[46.1 µM] | -2% | -8% |
| Clc1ccc(-c2cnc3n2CCCCC3)cc1 | -1% | 6% | 1.1% | 1% | 2% | / | -7% |
| COc1ccc(CCC(=O)N2CC(C)OC(C)C2)cc1 (stereo unspecified) | 2% | 10%[38.3 µM] | 0.0% | 12% | -6%[46.1 µM] | / | -15% |
| COC(=O)CN1C(=O)C(O)(CC(=O)c2ccc(Br)cc2)c2ccccc21 (stereo unspecified) | -1% | -3%[38.3 µM] | 0.7% | 1% | -10%[46.1 µM] | / | 1% |
| CCN(CC)CCCNCC(=O)Nc1ccc(OC)c(Cl)c1 | / | / | -1.4% | -5% | 5%[7.67 µM] | 1% | 9%[9.22 µM] |
| C/C(=N\NC(=O)CSc1nc(C)cc(C)n1)c1cccc([N+](=O)[O-])c1 | 3% | 11% | 1.1% | 1% | 3%[46.1 µM] | 9% | -6% |
| O=C(CSc1cccc(C(F)(F)F)c1)NC(=O)NCc1ccco1 | -10% | -10%[38.3 µM] | -5.6% | -22% | -11%[46.1 µM] | -29% | -7% |
| CSCCC(NC(=O)C12CC3CC(CC(C3)C1)C2)C(=O)OCC(=O)c1ccc(Cl)cc1 (stereo unspecified) | 4% | 3%[38.3 µM] | -0.8% | -1% | -2%[46.1 µM] | -3% | 2% |
| Cc1cc(Nc2cccc(F)c2)nc(-c2ccccc2O)n1 | 3% | 17%[38.3 µM] | -0.7% | 17% | ? | 9% | 25µM* |
| COCCOc1cc(NC(=O)CS(=O)(=O)CC(=O)N(C)C)c(Cl)cc1Cl | / | -2% | -0.1% | 10% | 1% | -7% | 10%[9.22 µM] |
| CCOc1ccc2oc(C(=O)OCC(=O)NC3CC3)c(C)c2c1 | 0% | ? | -2.5% | -2% | -16% | 3% | 10% |
| CC(=O)c1ccc(NC(=O)C(C)Nc2ccc(Cl)cc2)cc1 (stereo unspecified) | 1% | 5% | -6.1% | 5% | -39% | 2% | -2% |

A portion of the library; rates above refer to the full screens.
